OX1R antagonist: antagonists of human orexin 1 receptor | CHO/OX1R cells, Fluo-8 calcium fluorescence, orexin A | inhibition, % at 5 µM | hit rate 0.43% among 330,000 | AID 434989;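 active means inhibition above its plate's threshold, mean inhibition of all tested compounds on the plate plus 3 SD, cut at about 37% in these data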;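 further: 0% = orexin A challenge wells and 100% = SB-334867-A antagonist wells; not every result past the cut was called active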
Target sequence (O43613 whole entry, looked up): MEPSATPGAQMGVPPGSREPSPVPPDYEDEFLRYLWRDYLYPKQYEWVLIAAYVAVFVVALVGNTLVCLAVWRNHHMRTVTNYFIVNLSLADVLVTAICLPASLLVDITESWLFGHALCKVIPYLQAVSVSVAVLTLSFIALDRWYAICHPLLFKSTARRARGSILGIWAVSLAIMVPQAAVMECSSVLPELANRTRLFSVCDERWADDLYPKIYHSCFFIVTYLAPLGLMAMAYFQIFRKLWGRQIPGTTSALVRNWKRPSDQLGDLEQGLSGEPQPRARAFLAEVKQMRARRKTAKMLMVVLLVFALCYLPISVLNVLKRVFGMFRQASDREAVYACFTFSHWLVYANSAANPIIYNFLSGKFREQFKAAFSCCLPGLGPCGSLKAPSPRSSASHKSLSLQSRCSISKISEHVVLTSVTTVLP
CHT allo act: allosteric activators of human choline transporter CHT; Q9GZV3; CHT-expressing cells, membrane potential dye, choline EC20; active compounds read high; LV-AA mutant CHT in HEK293 cells; B-score at 10 µM; hit rate 0.49% among 310,000; AID 488977;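 active means initial fluorescence not abnormally high and integrated response B-score, plate-corrected, over 3 SD above library mean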
Target sequence (Q9GZV3 whole entry, looked up): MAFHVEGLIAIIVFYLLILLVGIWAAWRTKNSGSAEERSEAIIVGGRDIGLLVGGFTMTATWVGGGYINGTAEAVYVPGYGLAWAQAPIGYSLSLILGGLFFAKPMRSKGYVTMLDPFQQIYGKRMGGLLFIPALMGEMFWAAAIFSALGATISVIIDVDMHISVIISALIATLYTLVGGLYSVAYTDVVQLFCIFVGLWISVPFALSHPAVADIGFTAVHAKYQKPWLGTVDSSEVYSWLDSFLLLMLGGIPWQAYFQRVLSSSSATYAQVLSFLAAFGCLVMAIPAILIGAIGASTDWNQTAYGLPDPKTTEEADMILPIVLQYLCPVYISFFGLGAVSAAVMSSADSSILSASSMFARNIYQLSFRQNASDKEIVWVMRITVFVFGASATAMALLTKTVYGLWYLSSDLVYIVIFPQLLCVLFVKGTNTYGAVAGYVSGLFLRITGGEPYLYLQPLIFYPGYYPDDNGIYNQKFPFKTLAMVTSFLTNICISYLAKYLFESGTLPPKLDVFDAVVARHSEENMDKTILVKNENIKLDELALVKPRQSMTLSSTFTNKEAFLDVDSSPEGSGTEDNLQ
An asterisk follows results filed as active; i = inactive; . = no result given.

SMILES | OX1R antagonist | CHT allo act
N/C(=N\OC(=O)Cc1ccccc1[N+](=O)[O-])c1ccncc1 | 6 | i
COc1ccccc1C(=O)COC(=O)CSCC(=O)Nc1cc(C)on1 | -29 | i
O=[N+]([O-])c1ccc(N2CCN(C(=S)Nc3ccccc3)CC2)cc1 | 18 | i
O=C(Nc1ccc(N2CCOCC2)cc1)c1ccc(Cl)nc1 | -10 | i
CCC(C)NC(=O)C1CCC(CNS(=O)(=O)c2ccc3c(c2)CC(C)N3C(C)=O)CC1 (stereo not given) | -10 | i
O=C(Cc1cccc2ccccc12)N/N=C/c1ccncc1 | -18 | i
Cc1cc2c3c(c1C)C1(C(=O)N3C(C)(C)CC2C)C(C#N)=C(N)Oc2n[nH]c(C)c21 (stereo not given) | -17 | i
Cc1ccc(C(=O)Nc2ccc(S(=O)(=O)N3CCCC3)cc2)o1 | -18 | i
O=C(COC(=O)c1ccccc1Nc1ccccc1)NCc1ccccc1 | -23 | i
COc1ccc(NC(=O)CCc2c(C)nc3nc(CNC(=O)c4cccc(F)c4)nn3c2C)cc1OC | -12 | i
Cc1cccc(C(C)Nc2ccc([N+](=O)[O-])cn2)c1 (stereo not given) | -25 | i
COC(=O)[C@@]1(C)[C@H]2C(=O)N(C)C(=O)[C@H]2[C@H]2CN=C(SCc3ccc(Cl)cc3)N21 | -10 | .
Cc1ccccc1-c1nnc2c3ccccc3c(C)nn12 | -28 | i
O=C(CN1CCCCC1)NCCNC(=O)CN1CCCCC1 | -13 | i
COc1cc(S(=O)(=O)NCCCn2ccnc2)ccc1F | -2 | i
Cc1cnn(CCC(=O)NNC(=S)Nc2ccc(F)cc2)c1 | -22 | i
O=C(Nc1cc(S(=O)(=O)N2CCCC2)ccc1Cl)c1cc(F)c(F)c(F)c1F | -32 | .
CCOC(=O)N1CCC(NC(=O)c2ccc3c(c2)N=C(CC)c2ccccc2S3)CC1 | -27 | i
CC(c1nc2ccccc2c(=O)[nH]1)N1CCCN(S(=O)(=O)c2ccc(F)cc2)CC1 (stereo not given) | 1 | .
CC1CC(C)CN(C(=O)c2cc(-c3ccncc3)nc3ccccc23)C1 (stereo not given) | -11 | i
CC(=O)NC(=S)Nc1cccc2c(C)cc(C)nc12 | -3 | i
NS(=O)(=O)c1ccc(NC(=O)Cn2ncc3c2-c2ccccc2OC3)cc1 | 11 | i
COc1ccccc1CN1CCN(Cc2nc(-c3ccc(C)cc3)oc2C)CC1 | -47 | i
CCOC(=O)C1=C(c2ccccc2)NC(=O)NC1c1ccc(OC)cc1 (stereo not given) | -26 | i
COc1cc(/C=C2/NC(=O)NC2=O)cc(Br)c1OCc1cccc(C(=O)O)c1 | 2 | i
CC(C)(O)CCCC(C)(O)c1ccc(C(=O)O)cc1O (stereo not given) | 14 | i
Cc1cccc(C(=O)NC(=S)NCc2cccnc2)c1 | 3 | i
Cc1cccc(NC(=O)C2CC(=O)OC23CCCC3)c1 (stereo not given) | -34 | i
CCCCC[C@@H]1C=C(C(=O)O)[C@H](c2ccc(Cl)cc2)N1S(=O)(=O)c1ccc(C)cc1 | -1 | .
CCOc1ccc2[nH]c(=O)c(CN(CCO)C(=O)c3ccc(Br)cc3)cc2c1 | -34 | i
C=CC[N+](C)(C)CCN1C(=O)C2C(c3ccccc3)C=CC(c3ccccc3)C2C1=O (stereo not given) | -4 | i
N#Cc1nc(-c2ccccc2)oc1N1CCCCC1 | -25 | i
CS(=O)(=O)N(CC(=O)N1CCN(Cc2ccc3c(c2)OCO3)CC1)c1ccc2c(c1)OCO2 | -17 | i
COCCNC(=O)c1cccc(OC2CCN(Cc3ccccc3OCCO)CC2)c1 | -8 | i
Cc1c(C(c2cccc([N+](=O)[O-])c2O)c2c(C)n(C)n(-c3ccccc3)c2=O)c(=O)n(-c2ccccc2)n1C | -10 | i
OCCSc1nc(-c2ccccc2)nc2c1CCC2 | -29 | i
COc1cccc(CCc2nnc(CCC(=O)NCCc3cccc(C)n3)o2)c1 | -32 | i
Cc1cc(C(=O)NCc2nc(-c3ccccc3)no2)ccc1[N+](=O)[O-] | -20 | i
COc1ccc(C2(O)CN(c3ccccc3)C3=[N+]2CCS3)cc1OC (stereo not given) | -28 | i
CCOC(=O)CSc1ncnc2c1sc1nc(N3CCOCC3)c3c(c12)CCCC3 | 0 | i
Cc1ccc([N+](=O)[O-])c(C(=O)Nc2cccnc2Cl)c1 | -8 | i
COc1ccc(Cl)cc1NC(=O)CN(C)C(=O)c1cccc(-n2cnnn2)c1 | -2 | .
Oc1c(Br)cc(Br)cc1C=Nc1ccc2c(c1)OCCO2 | 0 | i
COc1ccc(/C=C/c2c([N+](=O)[O-])c(=O)n(C)c(=O)n2C)cc1 | -14 | i
O=C(c1ccccc1)c1cc([N+](=O)[O-])ccc1N1CCOCC1 | -19 | i
CN1CCN(c2ccccc2NC(=O)c2ccccc2F)CC1 | -16 | i
O=c1[nH]c(=S)ccn1C1OC(CO)C(O)C1O (stereo not given) | 9 | i
CSc1nnnn1-c1c(C)cc(C)cc1C | -9 | i
COc1cc(CCCN2C(=S)NC[C@@H]2c2ccccc2)cc(OC)c1OC | -12 | i
Cc1ccc(S(=O)(=O)N2CCN(Cc3cc4c(cc3Br)OCCO4)CC2)cc1 | -5 | .
Cc1cc(-c2nnc(SCC(=O)Nc3nc(-c4ccc(Cl)cc4)cs3)o2)no1 | -19 | i
COc1ccc(OC)c(N(CC(=O)Nc2cccc3ccccc23)S(C)(=O)=O)c1 | -23 | i
COc1ccc(N2CCN(CC(O)COc3ccc(F)cc3)CC2)cc1 (stereo not given) | -24 | i
CCOc1ccc(NC(=O)c2c(OC)cccc2OC)cc1 | -26 | i
CCN(CCN(C)C)C(=O)c1ccc2c(c1NCCO)C(=O)c1ccccc1C2=O | -8 | i
CCN1CCN(C2=C(NS(=O)(=O)c3ccc(Br)cc3)C(=O)c3ccccc3C2=O)CC1 | -25 | i
O=C(CCCCCCN1C(=O)c2ccccc2C1=O)Nc1nccs1 | 0 | i
C/C(=C\C(=O)c1ccc(Br)cc1)Nc1ccc(Cl)cc1 | -29 | i
CC(CCc1ccccc1)NC(=O)CCN1N=C(c2ccccc2)CCC1=O (stereo not given) | -11 | i
CSc1ccc(CN(C)C(=O)CNC(=O)c2sc3ccccc3c2Cl)cc1 | -12 | i
(next part)
SMILES | OX1R antagonist | CHT allo act
Cc1ccc(S(=O)(=O)N2CCN(C(=O)Cc3c(F)cccc3Cl)CC2)cc1 | -23 | i
C=CCn1c(C(CCC(C)C)CC(C)(C)O)n[nH]c1=S (stereo not given) | -17 | i
Cc1cc(OC(=O)c2ccccc2Cl)ccc1N1C(=O)CCC1=O | -16 | i
CCOC(=O)N1CCN(c2c(NCCN3CCN(Cc4ccccc4)CC3)c(=O)c2=O)CC1 | -7 | i
CCc1ccc2nc(SCC(=O)N3CC(=O)Nc4ccccc43)c(C#N)cc2c1 | -5 | i
COc1ccccc1N1CCN(CC(=O)NC(=O)NCc2ccco2)CC1 | -15 | i
COc1ccc2cc3c(N)nn(C(=O)Cc4ccc(Cl)cc4)c3nc2c1 | -24 | i
CCCC(=O)Nc1nc2ccc(NC(=O)c3c(F)c(F)c(OC)c(F)c3F)cc2s1 | -12 | i
COc1ccc([N+](=O)[O-])cc1NC1CCCCC1 | -33 | i
COc1ccc(OC)c(NC(=O)C2CC(=O)n3ncnc3N2)c1 (stereo not given) | -19 | i
CCOC(=O)C1(CCc2ccccc2)CCN(C(=O)c2cc(C)nc(C)n2)CC1 | -33 | i
COc1cccc(/C=N/Nc2nc3ccccc3n3cnnc23)c1 | 10 | i
O=C(OCN1C(=O)c2ccccc2C1=O)c1cccs1 | -15 | i
O=C1NC(c2ccncc2)Nc2ccccc21 (stereo not given) | -8 | i
O=C(CN1CCN(c2ccc(F)cc2)CC1)Nc1ccccc1[N+](=O)[O-] | -15 | i
COCCCn1c(-c2ccc(S(=O)(=O)N3CCOCC3)cc2)csc1=Nc1ccccc1 | 1 | i
NC(=S)NNC(=O)c1ccccc1Cl | -13 | i
Cc1ccccc1N(CC(=O)NC1CCCC1)C(=O)c1oc(C(C)(C)C)cc1C | 38 | i
O=C(COc1ccccc1)N1CCc2ccccc2C1 | -5 | i
CCCn1c(=N)c(S(=O)(=O)c2ccc(F)cc2)cc2c(=O)n3cccc(C)c3nc21 | -14 | i
CCOc1ccccc1NC(=O)c1sc2nc(C)nc(N3CCOCC3)c2c1C | -7 | i
COc1ccc([C@H]2Oc3cc(O)cc(O)c3C(=O)C2[C@@H]2C(=O)c3c(O)cc(O)cc3O[C@@H]2c2ccc(OC)cc2)cc1 (stereo not given in full) | 7 | i
O=S(=O)(c1cccc(-c2cn3cccnc3n2)c1)N1CCCCCC1 | 1 | i
CCCCCCCCCCCCOC(=O)C[N+](C)(C)C | -17 | i
CCOC(=O)c1ccc(NC(=O)c2cn(CCC#N)nc2-c2ccc3c(c2)OCCO3)cc1 | -17 | i
CC(C)CN1C(=O)c2ccc(C(=O)Nc3nccs3)cc2C1=O | -21 | i
CCN(CC)CCn1c(O)c(N=O)c2ccccc21 | 4 | i
CCN1C(=O)N(CN2CCOCC2)C2C1N(CN1CCOCC1)C(=O)N2CC (stereo not given) | -9 | i
O=C(CN(C(=O)c1csnn1)c1cccc2c1CCCC2)NC1CCCC1 | -30 | i
CCCCSc1nc2[nH]ncc2c(=O)[nH]1 | 1 | i
CCC(=O)Nc1cccc(C2=NOC3(C2)C[C@H](C(N)=O)N(C(=O)CC#N)C3)c1 (stereo not given in full) | -9 | i
O=C(NC1CCOc2ccccc21)c1ccc(=O)[nH]c1 (stereo not given) | -13 | i
COCC(=O)N(Cc1cc2ccc(C)cc2[nH]c1=O)c1ccc(OC)cc1 | -6 | i
O=C(Nc1ccc2ccccc2n1)c1ccccc1Cl | -19 | i
Cc1ccc(Cn2c(C3CCCN3c3nc(-c4ccc(F)cc4)cs3)nc3cc(Cl)c(Cl)cc32)cc1 (stereo not given) | -18 | i
CSc1ccccc1NC(=O)C1CCCO1 (stereo not given) | 5 | i
Cc1ccc(OC(=O)Cn2c(C(F)(F)F)nc3ccccc32)cc1 | -4 | i
O=C(CSc1nc2ccccc2s1)N/N=C/c1cc([N+](=O)[O-])ccc1O | -29 | i
O=C(CSc1n[nH]c(-c2ccc(Br)cc2)n1)NC1CCCC1 | -2 | .
COCCn1c(SCC(=O)N(C(C)C)C(C)C)nnc1-c1cc2ccccc2cc1O | -23 | i

Ordered by SMILES length (ascending): part of the list above.
SMILES | OX1R antagonist | CHT allo act
CSc1ccccc1NC(=O)C1CCCO1 (stereo not given) | 5 | i
CCCCSc1nc2[nH]ncc2c(=O)[nH]1 | 1 | i
CCCCCCCCCCCCOC(=O)C[N+](C)(C)C | -17 | i
O=C(NC1CCOc2ccccc21)c1ccc(=O)[nH]c1 (stereo not given) | -13 | i
O=C(CSc1n[nH]c(-c2ccc(Br)cc2)n1)NC1CCCC1 | -2 | .
Cc1ccc(OC(=O)Cn2c(C(F)(F)F)nc3ccccc32)cc1 | -4 | i
O=S(=O)(c1cccc(-c2cn3cccnc3n2)c1)N1CCCCCC1 | 1 | i
O=C(CN(C(=O)c1csnn1)c1cccc2c1CCCC2)NC1CCCC1 | -30 | i
CCOc1ccccc1NC(=O)c1sc2nc(C)nc(N3CCOCC3)c2c1C | -7 | i
CCN1C(=O)N(CN2CCOCC2)C2C1N(CN1CCOCC1)C(=O)N2CC (stereo not given) | -9 | i
O=C(CSc1nc2ccccc2s1)N/N=C/c1cc([N+](=O)[O-])ccc1O | -29 | i
CCOC(=O)c1ccc(NC(=O)c2cn(CCC#N)nc2-c2ccc3c(c2)OCCO3)cc1 | -17 | i
CCC(=O)Nc1cccc(C2=NOC3(C2)C[C@H](C(N)=O)N(C(=O)CC#N)C3)c1 (stereo not given in full) | -9 | i
Cc1ccc(Cn2c(C3CCCN3c3nc(-c4ccc(F)cc4)cs3)nc3cc(Cl)c(Cl)cc32)cc1 (stereo not given) | -18 | i
COc1ccc([C@H]2Oc3cc(O)cc(O)c3C(=O)C2[C@@H]2C(=O)c3c(O)cc(O)cc3O[C@@H]2c2ccc(OC)cc2)cc1 (stereo not given in full) | 7 | i

Next section
SMILES | OX1R antagonist | CHT allo act
C=CCn1c(=O)n2ncnc2c2c3c(sc21)CCCC3 | -23 | i
COC(=O)C1C(c2ccc(Br)cc2)Nc2nnc(C(F)(F)F)n2C1(C)O (stereo not given) | -16 | i
O=C(O)COc1ccc(/C=C/c2nc3ccc([N+](=O)[O-])cc3s2)cc1 | -15 | 6.7*
O=C(O)c1cc(NC(=O)c2ccc(Br)cc2)cc(NC(=O)c2ccc(Br)cc2)c1 | -7 | i
CCCCN(C(=O)NC(=O)Nc1ccccc1C)S(C)(=O)=O | -8 | i
Cc1cccc(Cn2cc(SCC(=O)Nc3nccs3)c3ccccc32)c1 | -20 | i
CCN(CC)c1cc(C)c2cc(NC(=O)CNC(C)=O)ccc2n1 | -11 | 6.5*
O=C(NCCc1ccc2c(c1)OCCO2)c1ccc([N+](=O)[O-])cc1Cl | -6 | i
COc1ccc(S(=O)(=O)N(CC(=O)NC2CC2)c2ccc(C)cc2)cc1OC | -27 | i
COc1ccc([N+](=O)[O-])cc1N(CC(O)CN(CC(C)C)CC(C)C)S(=O)(=O)c1ccc(C)cc1 (stereo not given) | -42 | i
COc1ccc(C(=O)NNC(=O)CSc2nnc(-c3ccc(O)cc3)n2C)cc1 | 7 | i
CN1CCN(C(=S)Nc2ccccc2Cl)CC1 | -4 | i
CC(C)CNC(=O)CSc1n[nH]c(=O)n1CCc1ccccc1 | -15 | i
Cc1ccccc1Cn1c(C)cc(C)c(C#N)c1=O | -10 | i
COC(=O)C1=C(C(=O)OC)[C@@H]2Nc3ccccc3[C@@]23C[C@@H](C(=O)OC)N(C(C)=O)C3=N1 | -9 | i
O=S(=O)(Nc1nc2ccccc2s1)c1ccc(Br)s1 | -6 | i
Cc1cccc(NC(=O)NC2(C(=O)NCc3ccco3)CCCCC2)c1 | -15 | i
Cc1ccc(NS(=O)(=O)c2cc(-c3n[nH]c(=O)c4ccccc34)ccc2C)cc1 | -8 | i
